High-throughput results as filed in PubChem.
G9a block: qHTS Assay for Inhibitors of Histone Lysine Methyltransferase G9a; Histone-lysine N-methyltransferase EHMT2 (Homo sapiens), Q96KQ7; G9a H3K9 monomethylation, AlphaScreen, 2 h; Potency, µM (top dose mostly 102 µM), without a hit: at the highest dose activity, negative = inhibition, actives largely listed as inhibitors; 350,000 tested, 8.8% active; AID 504332, 2011; further: potency means the concentration at half of the fitted maximal effect; on the % scale 0 is the no-effect control and ±100 the full control effect; nearly all actives have a fitted effect of over 75% in size
Target sequence (Q96KQ7 913-1193 limits assumed): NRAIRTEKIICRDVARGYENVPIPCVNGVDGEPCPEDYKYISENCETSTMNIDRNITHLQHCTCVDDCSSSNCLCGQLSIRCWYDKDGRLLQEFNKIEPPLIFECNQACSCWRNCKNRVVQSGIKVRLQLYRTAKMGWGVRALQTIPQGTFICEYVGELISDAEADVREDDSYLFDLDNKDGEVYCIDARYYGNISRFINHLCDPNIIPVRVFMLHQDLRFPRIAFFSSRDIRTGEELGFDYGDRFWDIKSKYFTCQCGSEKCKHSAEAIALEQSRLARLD
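AlphaScreen read-out: biotin-H3K9 peptide (500 nM) methylation by 20 nM enzyme with 20 uM SAM, 2 h at room temperature after 15 min compound preincubation; anti-monomethyl H3K9 antibody plus donor/acceptor beads, 10 min dark.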
BAZ2B block: qHTS Assay for Inhibitors of BAZ2B | AlphaScreen BAZ2B-H3K14Ac peptide displacement | Potency, µM (titrated, usually from 114 µM), inactives show at the top dose activity change, negative = inhibition, most hits filed as inhibitors | AID 504333, 2011 | Bromodomain adjacent to zinc finger domain protein 2B (Homo sapiens), Q9UIF8 | 360,000 tested, 4.4% active; further: potency means the concentration at half of the fitted maximal effect; on the % scale 0 is the no-effect control and ±100 the full control effect; nearly all actives have a fitted effect of over 60% in size
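AlphaScreen displacement: compounds (up to 110uM) incubated 30 min at room temperature with a preformed 50 nM BAZ2B/50 nM biotinylated H3K14Ac peptide complex in PBS pH 7.4 with Tween-20. Donor and acceptor beads at 10 ug/mL final added, 20 min light-protected before reading.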
PGK inhibitor: qHTS Assay to Find Inhibitors of Phosphoglycerate Kinase; PGK/GAPDH coupled, Kinase-Glo luminescence, 60 min; Potency, µM (series often up to 57.5 µM), inactives show at the top dose activity change, negative = inhibition, hits mostly inhibitors; 380,000 tested, 0.043% active; further: potency means the concentration at half of the fitted maximal effect; on the % scale 0 is the no-effect control and ±100 the full control effect; nearly all actives have a fitted effect of over 60% in size
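Luminescent ATP detection (Kinase-Glo Plus) follows a 60-minute room-temperature incubation, with wells lacking PGK as controls. Buffer: 100 mM TEA (pH 7.6), 5 mM MgCl2, 0.01% Tween-20. Coupling enzyme GAPDH (100 nM final) supplies unstable 1,3-BPG in-well.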
GLS inh: qHTS for Inhibitors of Glutaminase (GLS) | Glutaminase kidney isoform, mitochondrial (Homo sapiens), O94925 | GLS enzymatic activity, qHTS titration | Potency, µM (doses to about 45.5 µM), inactives show top-dose activity change, negative = inhibition, hits mostly inhibitors | 410,000 tested, 0.21% active; further: potency means the concentration at half of the fitted maximal effect; on the % scale 0 is the no-effect control and ±100 the full control effect
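Coupled fluorescence readout: glutamate oxidase/HRP/Amplex Red detect glutamate formed by hKGA from L-glutamine (1 mM solution added). Buffer 45 mM KH2PO4 pH 8.2, 0.02% Tween-20; reads at t0 and 30 min RT.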
Pin1 inh: qHTS Assay to Find Inhibitors of Pin1. Pin1 FP peptide displacement, HiFluor488, 10 min. 390,000 tested, 0.009% active. Potency, µM (titrated, usually from 115 µM), inactives show at the highest dose activity, negative = inhibition, most hits filed as inhibitors. AID 504891, 2011; active means well fitted inhibition curve with a large enough effect in the polarisation, with a control signal flat, not every such curve was filed as active; inconclusive means small, poorly fitted or top-dose-only effect, or effect the other way, or a change in a side signal; inactive means no such curve, though single readings can be large or run the other way; the % refers to the polarisation; further: potency means the concentration at half of the fitted maximal effect; on the % scale 0 is the no-effect control and ±100 the full control effect
ERG-DNA inh: qHTS for Small Molecule Inhibitors of the ERG Ets/DNA interaction; AID 624246, 2012; fluorescence polarization, His-ERG Ets domain / labelled DNA; Potency, µM (titrated, usually from 76.9 µM), for inactives: at the highest dose FP activity, negative = inhibition, most hits filed as inhibitors; 370,000 tested, 0.028% active; active means well fitted inhibition curve with a large enough effect in the polarisation, with a control signal flat; inconclusive means small, poorly fitted or top-dose-only effect, or effect the other way, or a change in a side signal; inactive means no such curve, though single readings can be large or run the other way; the % refers to the polarisation;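 further: polarization taken with two DNA probes labelled with fluorescein and Texas red; potency means the concentration at half of the fitted maximal effect; % of control where 0% means no effect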
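His-tagged ERG Ets domain (1 uM in the protein solution; 300mM KCl, 50mM Tris-HCl, 1mM EDTA, 1mM DTT, pH 7.5) received compound, then a probe mix of 5 nM fluorescein-DNA and 100nM Texas-615-DNA. Fluorescence polarization was read for both dyes.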
HP1b chromo inh: HTS for Inhibitors of HP1-beta Chromodomain Interactions with Methylated Histone Tails | Chromobox protein homolog 1 (Homo sapiens), P83916 | AlphaScreen HP1-beta / biotin-H3K9me3 peptide binding | Potency, µM (highest dose often 114 µM), without a hit: at the top dose activity change, negative = inhibition, most hits filed as inhibitors | 390,000 tested, 0.56% active; further: potency means the concentration at half of the fitted maximal effect; nearly all actives have a fitted effect of over 70% in size; inactives centre near 23
Target sequence (P83916 whole entry, looked up): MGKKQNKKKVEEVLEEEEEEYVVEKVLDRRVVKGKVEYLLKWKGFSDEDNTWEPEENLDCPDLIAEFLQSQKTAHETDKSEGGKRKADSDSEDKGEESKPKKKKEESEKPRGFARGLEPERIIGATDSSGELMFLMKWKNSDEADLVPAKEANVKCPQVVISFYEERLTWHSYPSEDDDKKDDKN
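AlphaScreen: HP1-beta (50 nM) preformed 30 min with biotin-H3(1-18)K9me3 peptide (50 nM) in PBS pH 7.4, 0.01% Tween-20. Compound added for 30 min at RT, then streptavidin donor/nickel chelate acceptor beads (10 ug/mL) for 30 min.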
PI4K2A block: qHTS for small molecular inhibitors of PI4K2A; Phosphatidylinositol 4-kinase type 2-alpha (Homo sapiens), Q9BTU6; AID 1346378, 2018; 420,000 tested, 0.13% active; purified PI4K2A, ADP-Glo luminescence, 1 h; hits give low values; activity change, negative = inhibition, % at 76.9 µM; in the data active means activity change below about -50%; inconclusive means mostly about -30% to -49%;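 further: -100% = wells without enzyme as full effect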
Target sequence (Q9BTU6 whole entry, looked up): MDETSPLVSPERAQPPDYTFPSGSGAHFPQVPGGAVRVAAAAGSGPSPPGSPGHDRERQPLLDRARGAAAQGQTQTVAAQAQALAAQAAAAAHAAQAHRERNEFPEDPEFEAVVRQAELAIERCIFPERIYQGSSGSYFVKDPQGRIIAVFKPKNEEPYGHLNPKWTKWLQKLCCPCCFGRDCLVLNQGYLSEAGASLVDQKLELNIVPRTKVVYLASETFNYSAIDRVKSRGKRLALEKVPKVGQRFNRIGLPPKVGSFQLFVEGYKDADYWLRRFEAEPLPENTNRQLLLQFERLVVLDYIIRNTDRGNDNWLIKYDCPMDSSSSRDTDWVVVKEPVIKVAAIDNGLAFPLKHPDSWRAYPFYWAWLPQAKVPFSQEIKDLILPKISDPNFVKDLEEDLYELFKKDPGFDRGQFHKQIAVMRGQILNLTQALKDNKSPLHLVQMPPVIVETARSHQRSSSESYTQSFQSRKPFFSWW
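PI4K2A activity was measured by ADP-Glo luminescence: enzyme (4 ug/mL stock) and phosphatidylinositol (1.2 mM stock) in Tris pH 7.5/MgCl2/EGTA/Triton X-100 buffer were reacted with ATP (300 microM stock) for one hour at ambient temperature.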
JMJD2A Tudor: qHTS Assay for Inhibitors of JMJD2A-Tudor Domain. Potency, µM (highest dose often 114 µM), for the others: at the top dose activity change, negative = inhibition, most hits filed as inhibitors. Lysine-specific demethylase 4A (Homo sapiens), O75164. AID 504339, 2011. 390,000 tested, 4.4% active. AlphaScreen JMJD2A-Tudor / H3K4me3 peptide binding; further: potency means the concentration at half of the fitted maximal effect; on the % scale 0 is the no-effect control and ±100 the full control effect; nearly all actives have a fitted effect of over 50% in size
* = called active by the depositor; i = inactive; ? = inconclusive; nt = not tested or not shown; & = joins results of further samples; [ ] = dose if it differs, or a comment. Unless noted, the call rests on the fitted dose curve; in most records, active means well fitted curve in the direction sought with a large enough effect; inconclusive means small, poorly fitted or top-dose-only effect, or another doubt; inactive means no such curve, though single readings can be large; an effect the other way counts as inactive or inconclusive.

SMILES | G9a block | BAZ2B block | PGK inhibitor | GLS inh | Pin1 inh | ERG-DNA inh | HP1b chromo inh | PI4K2A block | JMJD2A Tudor
CCOC(=O)c1ccc(NS(=O)(=O)c2ccc(Br)s2)cc1 | 5%[59 µM] | 0% | 10% | 3% | -1% | 7% | 38% | -2 | -12%
COc1cc(OC)cc(-c2sc3ccc(OC)cc3c2-c2ccc3cc[nH]c3c2)c1 | nt | nt | i | 7% | 14% | 8% | 16% | -7 | -34%
COc1ccc(OC)c(-c2cc(C3CCN(c4cc(Cl)nc(N)n4)CC3)[nH]n2)c1 | ? | ? | i | 5% | 20% | 8% | -19% | 1 | ?
O=C(Nc1sc2c(c1C(=O)NC1CC1)CCCCCC2)c1ccco1 | ? | -22% | -7% | 10% | 1% | -1% | 6% | -4 | -15%
CCCSc1nnc(NC(=O)CSc2nc3[nH]c(=O)cc(O)c3s2)s1 | ? | -31% | -5% | -1% | ? | -2% | 37% | 0 | -24%
COc1cc(S(=O)(=O)N2CCN(C(=O)c3ccco3)CC2)ccc1Cl | 17% | -8% | -7% | -2% | 1% | 11% | 12% | 3 | -13%
Cc1ccc(S(=O)(=O)N(C)Cc2ccc(C(=O)NN=C(CC(C)C)CC(C)C)cc2)cc1 | 23% | 5% | -9% | -1% | -5% | nt | 34% | 5 | -9%
CCN1CCN(c2csc3ccc(F)cc3c2=O)CC1 | ? | -14% | -4% | 21% | 0% | -1% | 30%[57 µM] | 1 | -12%
CCn1c(N2CCN(CC(=O)c3c(C)n(C)c4ccc(OC)cc34)CC2)nc2c1c(=O)[nH]c(=O)n2C | ? | -22% | -6% | -3% | 4% | 2% | 17% | 0 | -22%
COC(=O)c1cc(S(=O)(=O)NCC2CCN(Cc3cccc(F)c3)CC2)c[nH]1 | -19%[59 µM] | 0%&-7% | 10%&-1% | -15%&-12% | 1%&-3% | -5%&0% | 12%[57 µM] | -4&1 | -19%&-7%
CCCNC(=O)Cn1nc(C(F)(F)F)cc1C | 21%[12.7 µM] | -2% | i | 0% | -1% | 5% | 43%[activator] | -2 | 3%
CCOc1ccc2nc(NC(=O)CSc3nc4ccccc4c(=O)n3Cc3ccco3)sc2c1 | ? | 8% | 4% | 9% | 34%[activator] | -1% | 23% | 8 | -9%
Cc1ccc2nc(C(=O)O)c(C(=O)O)nc2c1 | 35µM* | ? | -8% | -1% | -21% | -15% | -13% | -6 | 40µM*
O=C(CSc1oc(-c2cccs2)nc1S(=O)(=O)c1ccccc1)Nc1ccc(F)cc1 | ? | 1% | -5% | 3% | 24% | 9% | 42%[activator] | 2 | -1%
O=C(Nc1ccc2c(c1)nc1n2CCSC1)c1ccccc1 | ? | 3% | -12% | 0% | 15% | -22% | 15% | -23 | 0%
Cc1cc(C)c2sc(N(CCCN(C)C)C(=O)CN3C(=O)c4ccccc4C3=O)nc2c1 | 50µM* | ? | i | 5% | 1% | 4% | 63%[activator] | -4 | -14%[11.4 µM]
C/C(CC(=O)NC12CC3CC(CC(C3)C1)C2)=N\NC(=O)c1ccc(C)cc1 | -5%[0.501 µM] | -12% | 4% | -1% | 0% | -4% | 23% | -2 | -20%
COc1ccc(CCNC(=O)c2ccc(Cl)cc2Cl)cc1OC | -34% | -3% | -4% | -5% | 2% | 8% | 36% | 8 | 1%
CCOc1ccc(CC(=O)NNC(=O)NC2CCCCC2)cc1 | -4% | -1% | i | -10% | -5% | 9% | 28% | 6 | 0%
C/C=C(\C)C(=O)NCCN1C2=NC[C@@H](C)N2C[C@H]1Cc1ccc(O)cc1 | -3%[12.7 µM] | -8% | -11% | 16% | -2% | 8% | 32% | -5 | -29%

Brought forward from above: 3 entries, then new ones.
SMILES | G9a block | BAZ2B block | PGK inhibitor | GLS inh | Pin1 inh | ERG-DNA inh | HP1b chromo inh | PI4K2A block | JMJD2A Tudor
COc1ccc(CCNC(=O)c2ccc(Cl)cc2Cl)cc1OC | -34% | -3% | -4% | -5% | 2% | 8% | 36% | 8 | 1%
CCOc1ccc(CC(=O)NNC(=O)NC2CCCCC2)cc1 | -4% | -1% | i | -10% | -5% | 9% | 28% | 6 | 0%
C/C=C(\C)C(=O)NCCN1C2=NC[C@@H](C)N2C[C@H]1Cc1ccc(O)cc1 | -3%[12.7 µM] | -8% | -11% | 16% | -2% | 8% | 32% | -5 | -29%
CCOC(=O)C(CCC#N)(CCC#N)C(=O)OCC | -29% | -5% | -5% | 9% | -1% | -2% | 16% | -3 | -14%
COc1cc(-c2cc(OC)c3c(C)oc(C)c3c(=O)c2)ccc1OC(=O)c1ccccc1Cl | ? | ? | -2% | -4% | ? | 7% | 27% | -15 | ?
CCOC(=O)CCNC(=O)N1CCCC(CCC(=O)N(C)CCc2ccccn2)C1 (stereo unspecified) | 10% | 0% | 0% | 2% | -4% | 18% | 35% | -5 | -10%
COc1ccc(C(O)P(=O)(OCc2ccccc2)c2ccc(N(C)C)cc2)cc1 (stereo unspecified) | 9% | -20% | -5% | 6% | -4% | -15% | 21% | 1 | -15%
O=C(c1ccccc1)N1CCN(CC(O)COC2CCCCC2)CC1 (stereo unspecified) | 17%[59 µM] | -5% | -1% | 7% | -5% | nt | 31% | -2 | -10%
CCSc1nnc(NC(=O)C2CC(=O)N(Cc3ccc(C)cc3)C2)s1 (stereo unspecified) | -32% | -14% | i | -6% | 4% | 11% | 41%[activator] | 0 | -11%
COc1ccc(N2CCN(CC(=O)Nc3ccc(C)cc3Br)CC2)cc1 | nt | nt | -3% | 1% | 17% | -1% | 16% | -2 | ?
CC(C)(C)NC(=O)C[C@H]1C[C@H](C(=O)N2CCCCC2)[C@@]2(C)c3[nH]c4cc(-c5ccco5)ccc4c3CCN2C1=O | nt | nt | 1% | 9% | 25% | 21% | -23% | -4 | 50µM*
O=C(Nc1ccc(F)cc1F)c1c(C(F)(F)F)ccnc1Oc1ccccc1 | nt | -3% | -6% | -1% | -3% | 12% | -16% | 6 | -18%
CCC(=O)Nc1c(C(=O)N2CCN(c3ccccn3)CC2)cnn1-c1ccc(C)cc1 | 2% | 6% | -1% | 3% | -2% | nt | 26% | 5 | -12%
O=C1N=c2ccccc2=C1c1sc(=O)[nH]c1O | nt | -15% | 2% | 4% | ? | 5% | 26% | -2 | -16%
CC(C)Cc1cc(C(=O)Nc2ccc(Br)cc2)no1 | -3% | 0% | 5% | -6% | 4% | -2% | 32% | 4 | 7%
CCOC(=O)C1CCCN(S(=O)(=O)c2ccc3c4c2CC(=O)N4CC(C)S3)C1 (stereo unspecified) | 45µM* | -28% | 3% | 0% | -1% | 14% | 37% | 1 | -15%
COc1ccc(NC(=O)/C(C#N)=C/c2cc(C)n(-c3ccc(F)cc3)c2C)cc1 | 0%[59 µM] | -13% | i | 4% | -2% | 1% | -10% | 1 | -29%
NC(=O)c1ccc(Oc2ccc(C(N)=O)cc2)cc1 | -3% | 1% | -9% | 0% | 2% | 9% | 30% | 2 | 0%
CCc1ccc(S(=O)(=O)Nc2ccncc2)cc1 | nt | 50%[activator] | -7% | 0% | ? | 2% | 27% | 1 | -19%
Cc1csc(NC(=O)CCS(=O)(=O)c2ccc(Br)cc2)n1 | ? | -7% | -3% | 1% | -1% | 8% | 30% | -3 | -25%
CCOC(=O)N1CCC(N2Cc3cccc(C(=O)Nc4ccccc4OC)c3C2=O)CC1 | 20% | -21% | -8% | -7% | -1% | -21% | 28% | -1 | -14%
O=C(CSCc1cccc(Br)c1)N1CCOCC1 | 5%[59 µM] | nt | i | -9% | 3% | -3% | 13% | -2 | -9%
COc1ccc(/C=N/NC(=O)c2c(C)nc3ccccn23)cc1[N+](=O)[O-] | 21% | 5% | 9% | 1% | -2% | 8% | 22% | -1 | -9%
c1ccc(Oc2nc(N3CCOCC3)nc(N3CCOCC3)n2)cc1 | 29%[12.7 µM] | 12% | i | 0% | -5% | 9% | 9% | -11 | 1%

Rewritten with tabs: entries from further up
structure	G9a block	BAZ2B block	PGK inhibitor	GLS inh	Pin1 inh	ERG-DNA inh	HP1b chromo inh	PI4K2A block	JMJD2A Tudor
O=C(c1ccccc1)N1CCN(CC(O)COC2CCCCC2)CC1 (stereo unspecified)	17%[59 µM]	-5%	-1%	7%	-5%	nt	31%	-2	-10%
CCSc1nnc(NC(=O)C2CC(=O)N(Cc3ccc(C)cc3)C2)s1 (stereo unspecified)	-32%	-14%	i	-6%	4%	11%	41%[activator]	0	-11%
